Source: PubChem BioAssay (several laboratories)
MazEF act: increases E. coli MazEF RNase cleavage of RNA; P0AE70; FAM/BHQ RNA-DNA oligo cleavage fluorescence, 5 h; activation, % at 20 µM; 0.32% of 350,000 active; AID 504720; in the data active = activation above about 50%
Target sequence (P0AE70 whole entry, looked up): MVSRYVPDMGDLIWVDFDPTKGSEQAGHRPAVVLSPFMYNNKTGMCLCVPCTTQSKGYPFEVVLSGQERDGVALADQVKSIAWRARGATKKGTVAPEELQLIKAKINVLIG
Mtb BioA inh: blocks M. tuberculosis BioA enzyme activity. 0.096% of 360,000 active. inhibition, % at 9.99 µM. purified M. tuberculosis BioA enzyme, plate reader. AID 602481; in the data active = inhibition above about 40%; inconclusive = no clear call, values can overlap the other calls
BoNT F protease: inhibitors of Botulinum neurotoxin F light chain protease; 0.22% of 360,000 active; inhibition, % at 10 µM; Multiplex microsphere protease cleavage assay, flow cytometry; in the data active = inhibition above about 35%, passing the limit was not always enough; inconclusive = no clear call, values can overlap the other calls; note: plate controls were buffer without enzyme for full effect and enzyme alone for no effect
FBA Mtb inh: inhibits M. tuberculosis FBA enzyme; P9WQA3; 2.3% of 360,000 active; purified M. tuberculosis FBA, fluorescence read-out; inhibition, % at 1 µM; in the data active = inhibition above about 27%;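 note: 0% = vehicle and 100% = reference inhibitor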
Target sequence (P9WQA3 whole entry, looked up): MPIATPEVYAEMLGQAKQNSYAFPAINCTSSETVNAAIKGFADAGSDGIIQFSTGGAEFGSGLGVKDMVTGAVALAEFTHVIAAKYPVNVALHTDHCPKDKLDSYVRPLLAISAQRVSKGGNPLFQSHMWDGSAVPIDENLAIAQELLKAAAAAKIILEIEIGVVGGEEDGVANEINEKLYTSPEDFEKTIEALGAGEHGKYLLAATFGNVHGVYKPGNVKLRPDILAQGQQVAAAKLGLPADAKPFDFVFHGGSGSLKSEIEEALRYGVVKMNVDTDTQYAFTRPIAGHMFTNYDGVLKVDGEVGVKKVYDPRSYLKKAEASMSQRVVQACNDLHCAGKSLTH
FadD28 FP inh: blocks FadD28 binding to the bisubstrate probe; 0.22% of 360,000 active; inhibition, % at 12.5 µM; fluorescence polarization; in the data active = inhibition above about 8.5%, passing the limit was not always enough; inconclusive = no clear call, values can overlap the other calls
GDH-TPI inh: counter-screen for M. tuberculosis FBA inhibitors: GDH-TPI coupled enzymes | 1.2% of 360,000 active | inhibition, % at 4.8 µM | GDH-TPI coupled enzyme counterscreen, NADH absorbance; in the data active = inhibition above about 30%;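 note: 0% = DMSO wells and 100% = wells lacking the enzyme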
PrPC surface inh: cell surface PrPC inhibition, primary TR-FRET screen | 0.43% of 370,000 active | inhibition, % at 13.8 µM | TR-FRET read-out | P04156; in the data active = inhibition above about 24%; note: 0% = median of the test wells and 100% = reference compound wells
UGM FP inh: Mtb UDP-galactopyranose mutase inhibition; P9WIQ1; purified UGM, fluorescence polarization probe displacement; inhibition, % at 10 µM; 0.06% of 320,000 active; in the data active = inhibition above about 10%, passing the limit was not always enough; inconclusive = no clear call, values can overlap the other calls
Target sequence (P9WIQ1 whole entry, looked up): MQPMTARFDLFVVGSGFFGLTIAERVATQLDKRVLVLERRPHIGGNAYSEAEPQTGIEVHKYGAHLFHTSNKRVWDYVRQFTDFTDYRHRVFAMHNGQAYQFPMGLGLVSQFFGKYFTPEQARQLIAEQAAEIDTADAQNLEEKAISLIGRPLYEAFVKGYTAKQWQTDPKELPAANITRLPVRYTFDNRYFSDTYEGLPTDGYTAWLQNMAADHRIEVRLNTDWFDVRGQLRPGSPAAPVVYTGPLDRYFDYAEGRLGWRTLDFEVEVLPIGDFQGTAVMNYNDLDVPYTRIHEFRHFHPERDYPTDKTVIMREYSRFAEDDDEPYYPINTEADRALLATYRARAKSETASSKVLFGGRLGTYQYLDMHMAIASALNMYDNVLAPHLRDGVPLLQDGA
Rv3671c inh: inhibits the M. tuberculosis serine protease Rv3671c; P9WHR9; inhibition, % at 5.96 µM; 0.048% of 320,000 active; AID 2606; in the data active = inhibition above about 38%;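 note: extracellular domain of Rv3671c used as enzyme; 0% = enzyme with DMSO and 100% = no enzyme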
* hit, by the source's call; ? = inconclusive; nt = no result given.

SMILES	MazEF act	Mtb BioA inh	BoNT F protease	FBA Mtb inh	FadD28 FP inh	GDH-TPI inh	PrPC surface inh	UGM FP inh	Rv3671c inh
COC(=O)CNC(c1ccccc1)c1cc(Br)ccc1NC(=O)CNC(=O)OCc1ccccc1 (stereo not given)	-2.8	nt	-1.2	1.4	-3.1	-1.1	nt	-0.1	2.1
COc1ccc(-n2nc(C(C)=O)c(=O)[nH]c2=O)cc1	4.2	3.6	-1.7	-2.6	0.3	12.6	-7.8	3.3	-7.5
CC(=O)c1cc(C#N)c(Oc2ccccc2)nc1C	2.5	0.0	-3.1	-2.0	-3.2	-1.7	-0.2	0.1	-1.3
CC(C)(C)n1nnnc1C(c1cccs1)N1CCN(C(=O)c2ccco2)CC1 (stereo not given)	-3.1	1.8	-3.6	0.1	-0.5	7.8	2.4	-0.3	-14.2
Cn1c(=O)oc2cc(S(=O)(=O)NC(Cc3ccccc3)C(=O)N3CCCCC3)ccc21 (stereo not given)	1.3	-0.2	-4.5	1.6	-0.8	3.8	3.3	0.9	1.2
COc1ccc(CNC(=O)C2CCCN(S(=O)(=O)c3c(C)noc3/C=C/N(C)C)C2)cc1 (stereo not given)	-1.3	-1.1	-17.3	-3.6	0.5	28.2	1.8	-4.5	-19.7
CCCCCCCc1c(O)nc(SCCN(C)C)[nH]c1=O	8.0	2.4	-5.9	5.2	-4.0	2.5	-1.1	0.0	8.9
C=CCN=C1NN=C(c2cc(C)n(CC=C)c2C)CS1	-8.5	nt	-25.0	-2.1	-1.5	7.8	-3.7	-0.4	-0.1
CC(NC(=O)CN(C)Cc1cccs1)c1ccccc1 (stereo not given)	-3.2	nt	1.3	3.7	1.0	11.7	1.6	-1.3	-6.4
O=C(Nc1ccc2c(c1)OCCO2)c1cccc(C(=O)Nc2ccc3c(c2)OCCO3)c1	0.0	-1.9	-26.7	1.8	-1.4	0.0	-5.0	0.5	10.5
CCC(Oc1ccccc1C)C(=O)N1CCCN(C)CC1 (stereo not given)	3.3	1.0	3.2	0.2	-4.4	9.5	-11.2	0.0	12.5
COCCNC(=O)C1CCCN(C(=O)c2cc(C)nn2C(C)(C)C)CC1 (stereo not given)	nt	-0.9	-5.4	-0.2	-2.6	-6.6	1.7	nt	nt
CCCN1CCN(C(=O)c2ccc(-c3ccc([N+](=O)[O-])cc3)o2)CC1	2.6	7.3	-17.4	0.7	0.3	27.3	-43.1	1.1	0.2
S=c1[nH]ncn2c1cc1oc3ccccc3c12	-2.0	-1.0	2.8	-1.1	-3.0	6.3	97.1*	2.4	-9.6
Nc1ncnc2c1ncn2[C@@H]1O[C@H](CO)C[C@H]1O	5.2	-0.6	8.6	6.7	-1.0	17.1	10.0	?	0.6
Cc1ccc(C2CC(=O)Nc3cc4c(cc32)OCO4)o1 (stereo not given)	-5.8	nt	2.1	1.1	-4.1	-0.4	1.1	-4.9	0.3
COC(=O)c1cc(S(=O)(=O)N2CCCCC2C)c[nH]1 (stereo not given)	4.6	-0.5	0.6	6.4	-0.4	-1.5	-0.9	-1.5	-0.3
C=CCn1cccc(C(=O)Nc2ccc(F)cc2)c1=O	1.0	0.6	-10.7	-5.8	-1.7	8.6	7.0	-0.8	-4.0
C=CCC(NCc1ccco1)c1ccc(OC)cc1 (stereo not given)	-9.6	1.6	-1.4	-2.5	-2.0	1.3	9.7	-3.5	3.4
O=C(CSc1ccc(Cl)cc1)OCC(=O)N1CCN(c2ccccc2)CC1	1.4	0.4	-7.3	2.9	1.9	2.1	-0.3	nt	nt
Cc1ccc(-n2c(C)cc(C)c(C#N)c2=O)cc1C	3.4	nt	-1.4	1.0	-1.0	9.9	8.5	3.1	-8.2
CCCN1CCc2c(sc(NC(=O)C3CCN(S(=O)(=O)c4cccs4)CC3)c2C(N)=O)C1	21.7	1.2	2.3	4.7	1.2	-2.5	-4.1	-1.1	-2.0
CN(C)C(=O)c1cc(F)ccc1Sc1cc(Cl)ccc1Cl	5.4	-1.0	7.9	-1.9	-5.0	1.5	-5.8	1.5	6.4
COc1ccc(CCNC(=O)COC(=O)/C=C/c2ccc3c(c2)OCO3)cc1OC	1.9	0.6	nt	6.3	0.1	20.0	3.2	-4.3	-9.0
CCCC(CCC(=O)NC1CCCCC1)C(=O)O (stereo not given)	8.4	0.0	-3.7	3.1	-17.5	-1.0	-5.0	1.8	-6.7

Single values from the list.
Reading of `COc1ccc(CNC(=O)C2CCCN(S(=O)(=O)c3c(C)noc3/C=C/N(C)C)C2)cc1` (stereo not given) in GDH-TPI inh: 28.2
Reading of `O=C(CSc1ccc(Cl)cc1)OCC(=O)N1CCN(c2ccccc2)CC1` in Mtb BioA inh: 0.4
Reading of `Cc1ccc(-n2c(C)cc(C)c(C#N)c2=O)cc1C` in PrPC surface inh: 8.5
Reading of `C=CCN=C1NN=C(c2cc(C)n(CC=C)c2C)CS1` in FBA Mtb inh: -2.1
Reading of `COc1ccc(-n2nc(C(C)=O)c(=O)[nH]c2=O)cc1` in Mtb BioA inh: 3.6
Reading of `COC(=O)c1cc(S(=O)(=O)N2CCCCC2C)c[nH]1` (stereo not given) in GDH-TPI inh: -1.5

Results in Mtb BioA inh, BoNT F protease and UGM FP inh, for two of the compounds above:
| structure | Mtb BioA inh | BoNT F protease | UGM FP inh |
| --- | --- | --- | --- |
| O=C(CSc1ccc(Cl)cc1)OCC(=O)N1CCN(c2ccccc2)CC1 | 0.4 | -7.3 | nt |
| Cc1ccc(-n2c(C)cc(C)c(C#N)c2=O)cc1C | nt | -1.4 | 3.1 |

Later entries
SMILES	MazEF act	Mtb BioA inh	BoNT F protease	FBA Mtb inh	FadD28 FP inh	GDH-TPI inh	PrPC surface inh	UGM FP inh	Rv3671c inh
O=C(c1cc2ccccc2o1)N(Cc1nnc(-c2ccccc2Cl)o1)C1CC1	-0.6	2.9	3.2	2.6	-0.7	5.6	-6.3	2.6	-8.9
COc1ccc(N=C2NC(=O)/C(=C/c3ccco3)S2)cc1	5.0	1.0	?	0.4	-0.5	17.6	2.0	-0.2	0.2
Cc1ccc(OCCSc2nc3ccccc3n2CC(=O)O)c(C(C)C)c1	-0.6	0.1	16.9	3.6	-9.6	-11.2	0.2	2.1	-1.2
O=C(NCCN1CCc2ccccc2C1)C1CC(=O)N(C2CCCC2)C1 (stereo not given)	-4.5	nt	8.8	2.4	-0.6	6.1	6.1	4.0	10.9
CC(=O)Nc1ccc(-c2ccnc3c2CC(C(=O)NCCC(F)(F)F)O3)cc1 (stereo not given)	nt	0.7	-7.0	8.1	0.4	0.0	7.2	nt	nt
COc1ccc(OCC(=O)N/N=C\c2ccco2)cc1	0.2	nt	-1.2	1.4	-3.7	-9.6	7.7	-0.6	3.9
Cc1nn(Cc2ccccc2Cl)c(C)c1C(=O)NCC(c1cccs1)N1CCOCC1 (stereo not given)	-7.6	4.0	12.1	-1.4	-0.1	-3.6	1.0	-3.1	1.6
Cc1ccc(-n2nc(CN3CCOCC3)c(-c3ccccc3)c2N)cc1Cl	-4.5	-2.9	-5.8	3.1	-0.2	-3.0	6.1	4.8	5.3
CCc1cccc2c1NC(=O)[C@]21[C@@H]2C(=O)N(Cc3ccccc3)C(=O)[C@@H]2[C@@H]2CCCN21	-2.6	0.9	-0.4	0.2	-3.5	2.1	-1.1	-1.4	-0.5
COc1ccc2c(c1)C=C(CN1CCC(CO)(CCc3ccccc3)CC1)CO2	-18.0	1.7	-2.1	1.6	-4.4	-3.8	-10.8	0.2	3.8
CCOc1ccc2nc(SC3CC(=O)N(c4ccc(C)cc4)C3=O)sc2c1 (stereo not given)	0.1	-1.9	7.9	0.1	-0.3	3.8	-1.1	0.8	-5.6
Cc1ccc2[nH]cc(S(=O)(=O)c3ccc(C)c(C)c3)c(=O)c2c1	8.7	nt	-4.7	-0.4	-1.7	7.3	-0.1	-0.6	-9.9
Cc1ccc(S(=O)(=O)N(Cc2cc3ccccc3[nH]c2=O)CC2CCCO2)cc1 (stereo not given)	-33.1	-0.5	-6.0	2.0	-2.0	5.2	13.0	0.4	4.0
CC(Oc1cccc2cccnc12)C(=O)N/N=C/c1ccc2c(c1)OCO2 (stereo not given)	-1.8	-0.4	3.1	5.7	0.8	11.6	-3.4	-2.0	2.1
COc1ccc([C@H]2CC(=O)C=C(c3cccc(OC(F)(F)F)c3)C2)cc1	-5.0	3.1	-0.3	0.5	-1.4	-6.9	-6.3	-1.6	-11.8
COc1cc(C(CC(=O)Nc2cc(C)ccn2)N2Cc3ccccc3C2=O)cc(OC)c1OC (stereo not given)	-2.4	1.3	13.3	-0.8	-3.8	-4.3	0.1	1.6	-3.8
Cc1ccc(CSc2nc3c(c(=O)[nH]2)CCC3)cc1	1.2	-1.0	-3.8	-2.5	-3.9	8.9	2.1	-1.2	-5.5
Cc1ccc2c(c1)C(=O)c1c(C(=O)O)cccc1-2	18.7	nt	-0.7	1.9	-0.9	-2.5	-11.2	-0.4	-0.5
CC(=O)Nc1ccc(NC(=O)N(c2ccccc2)c2ccccc2)cc1	7.1	-1.9	3.6	-2.6	-3.0	0.9	3.1	-1.1	-4.7
O=C(NC1=NCCS1)c1cccc(NC(=O)c2ccco2)c1	9.2	1.3	-25.6	0.2	-3.9	13.4	2.0	0.2	-3.9
O=C1COc2ccc(C(=O)COC(=O)Cc3ccsc3)cc2N1	-8.2	nt	-1.4	-1.8	0.1	-1.6	2.9	1.5	3.6
O=C(c1cccc(C(=O)N2CCC(O)(c3ccccc3)CC2)c1)N1CCC(O)(c2ccccc2)CC1	2.5	-4.8	nt	6.9	-0.9	28.3	2.6	2.9	-2.8
CC(=O)NC(Cc1ccccc1)C(C)=O (stereo not given)	2.5	-1.9	3.9	-6.8	-3.0	0.0	2.8	-3.9	10.0
CC(C)CCC1(CCNC(C)c2cccs2)CCOC(C)(C)C1 (stereo not given)	-0.5	1.7	-7.4	2.1	-1.4	-8.1	-4.1	-1.7	-9.1
Cc1ccc(Cn2nc(C)c(NC(=O)c3cc(C)no3)c2C)cc1	13.6	0.5	2.5	4.4	0.5	-8.1	-9.2	-0.1	-1.1

One compound at a time, as listed above. Order of screens: MazEF act, Mtb BioA inh, BoNT F protease, FBA Mtb inh, FadD28 FP inh, GDH-TPI inh, PrPC surface inh, UGM FP inh, Rv3671c inh
CC(=O)Nc1ccc(NC(=O)N(c2ccccc2)c2ccccc2)cc1 in the list: 7.1, -1.9, 3.6, -2.6, -3.0, 0.9, 3.1, -1.1, -4.7
Cc1ccc2c(c1)C(=O)c1c(C(=O)O)cccc1-2 in the list: 18.7, nt, -0.7, 1.9, -0.9, -2.5, -11.2, -0.4, -0.5
COc1ccc(N=C2NC(=O)/C(=C/c3ccco3)S2)cc1 in the list: 5.0, 1.0, ?, 0.4, -0.5, 17.6, 2.0, -0.2, 0.2
CCOc1ccc2nc(SC3CC(=O)N(c4ccc(C)cc4)C3=O)sc2c1 (stereo not given) in the list: 0.1, -1.9, 7.9, 0.1, -0.3, 3.8, -1.1, 0.8, -5.6
Cc1nn(Cc2ccccc2Cl)c(C)c1C(=O)NCC(c1cccs1)N1CCOCC1 (stereo not given) in the list: -7.6, 4.0, 12.1, -1.4, -0.1, -3.6, 1.0, -3.1, 1.6

Next records:
SMILES	MazEF act	Mtb BioA inh	BoNT F protease	FBA Mtb inh	FadD28 FP inh	GDH-TPI inh	PrPC surface inh	UGM FP inh	Rv3671c inh
Cc1ccc(N=C2N=C(N)c3ccccc32)c(C)c1	-1.1	1.0	-36.3	1.4	-2.8	0.0	1.4	0.8	7.1
COc1cccc(C2CC3(CC(C)(C)NC(=S)N3)Oc3cc(O)ccc32)c1 (stereo not given)	7.9	nt	-4.0	-1.3	-4.9	-1.8	-9.1	0.7	-5.6
O=C(Nc1ccc(Cl)cc1)c1ccc(OCC2CCCO2)cc1 (stereo not given)	7.1	nt	3.4	-4.7	-2.5	0.0	7.7	-0.3	0.4
O=C(C[n+]1ccc(CCSc2ccc(F)cc2)cc1)c1ccccc1	-25.9	-1.7	-58.0	0.6	0.5	3.1	nt	-2.3	7.4
O=c1[nH]c2ccccc2n1C1CCN(C(c2nnnn2Cc2ccccc2)C2CC2)CC1 (stereo not given)	nt	-4.9	-4.4	-2.8	-4.7	nt	11.7	nt	nt
COc1ccc(N2CCN(C(=O)CSc3ncccc3-c3nc4ccccc4[nH]3)CC2)cc1	-3.2	3.0	-1.7	13.2	-2.9	-4.3	nt	0.0	-9.4
